Screening data from PubChem BioAssay.
G9a block = G9a (human) methyltransferase inhibition | AID 504332 | 350,000 tested, 8.8% active | G9a H3K9 monomethylation, AlphaScreen, 2 h | Potency, µM (doses to about 102 µM), for the others: top-dose activity, negative = inhibition, usual class: inhibitors; note: % is set by controls: 0 for no effect and ±100 for the full control effect; nearly all actives have a fitted effect of over 75% in size
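Enzyme 20 nM + cpd, 15 min RT; add b-H3K9 pep 500 nM / SAM 20 uM; 2 h RT; anti-H3K9me1 Ab 0.5 ug/mL + SA donor / anti-rabbit acceptor beads 20 ug/mL each, 10 min; AlphaScreen read.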
POLH inh = DNA polymerase eta (human) inhibition; 390,000 tested, 1.2% active; recombinant Pol eta, fluorescent DNA replication assay; AID 588591; Q9Y253; Potency, µM (highest dose often 114 µM), for the others: top-dose activity change, negative = inhibition, actives largely listed as inhibitors; note: % is set by controls: 0 for no effect and ±100 for the full control effect
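Fluorescent replication assay: 50 nM final substrate added after a 15 min room-temperature compound preincubation with 10 nM enzyme. Signal taken at 0 min and again at 10 min.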
POLK inh = blocks human DNA polymerase kappa activity. AID 588579. purified Pol kappa, fluorescent DNA synthesis assay, 10 min. Potency, µM (top dose mostly 107 µM), inactives show top-dose activity, negative = inhibition, hits mostly inhibitors. 400,000 tested, 0.53% active. Q9UBT6; note: % is set by controls: 0 for no effect and ±100 for the full control effect
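Fluorescent qHTS in 1536-well format: enzyme (10 nM) and compound sat 15 min at room temperature before 50 nM substrate (final) was added. Signal taken at 0 and 10 min; no-enzyme buffer wells were negative controls.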
BAZ2B block = inhibitors of human BAZ2B bromodomain | AID 504333 | AlphaScreen BAZ2B-H3K14Ac peptide displacement | 360,000 tested, 4.4% active | Potency, µM (doses to about 114 µM), inactives show at the top dose activity change, negative = inhibition, most hits filed as inhibitors | Q9UIF8; note: % is set by controls: 0 for no effect and ±100 for the full control effect; nearly all actives have a fitted effect of over 60% in size
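In this displacement format the biotinylated H3(5-23) peptide acetylated at Lys14 serves as ligand at 50 nM, with BAZ2B at 50 nM in PBS pH 7.4 containing 0.01% Tween-20. Donor and acceptor beads are 10 ug/mL final.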
APEX1 inh = blocks human APE1 abasic DNA cleavage. P27695. recombinant APE1, TAMRA/BHQ-2 abasic DNA cleavage fluorescence. Potency, µM (highest dose often 65.8 µM), without a hit: top-dose activity change, negative = inhibition, actives largely listed as inhibitors. 350,000 tested, 0.35% active;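 note: plate controls were vehicle for no effect and reference inhibitor for full effect; nearly all actives have a fitted effect of over 55% in size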
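APE1 at 0.75 nM final was preincubated with compound 15 min at room temperature, then 50 nM double-stranded THF abasic-site substrate (5'-TAMRA/3'-BHQ-2) was added. Fluorescence (ex 525/em 598 nm) was read kinetically; third-minus-first read gave activity.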
JMJD2A Tudor inh = inhibitors of human JMJD2A Tudor domain | AID 504339 | 390,000 tested, 4.4% active | AlphaScreen JMJD2A-Tudor / H3K4me3 peptide binding | Potency, µM (doses to about 114 µM), without a hit: at the highest dose activity change, negative = inhibition, hits mostly inhibitors; note: % is set by controls: 0 for no effect and ±100 for the full control effect; nearly all actives have a fitted effect of over 50% in size
BLM helicase inh = Bloom syndrome helicase (human) inhibition; AID 2528; Potency, µM (series often up to 56.1 µM), for the others: at the highest dose activity change, negative = inhibition, usual class: inhibitors; P54132; recombinant BLM DNA unwinding, fluorescence dequenching; 350,000 tested, 0.2% active;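 note: plate controls were vehicle for no effect and no enzyme for full effect; nearly all actives have a fitted effect of over 35% in size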
Pol iota inh = blocks human DNA polymerase iota activity; Q9UNA4; Potency, µM (series often up to 115 µM), for inactives: top-dose activity, negative = inhibition, usual class: inhibitors; 390,000 tested, 1% active; Pol iota fluorescent replication assay, 10 min; AID 588590
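Pol iota at 10 nM preincubated 15 min with compounds at room temperature; reaction started with fluorescent substrate, 50 nM final. Fluorescence read kinetically at 0 and 10 min; buffer-only wells as negative control.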
POLB inh = blocks human DNA polymerase beta activity | Potency, µM (highest dose often 114 µM), for the others: at the highest dose activity change, negative = inhibition, usual class: inhibitors | 340,000 tested, 1.3% active | AID 485314 | Pol beta primer extension/strand displacement, fluorescence kinetic; note: % is set by controls: 0 for no effect and ±100 for the full control effect
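Kinetic readout of DNA synthesis with strand displacement by Pol beta. Compound and 10 nM enzyme sit 15 min at room temperature; 50 nM substrate starts the reaction, read immediately and at 10 min.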
* hit, by the source's call; ? = inconclusive; . = not tested or not shown; & = joins results of further samples; [ ] = dose if it differs, or a comment. Calls come from the whole dose curve; as a rule, active = well fitted curve in the direction sought with a large enough effect; inconclusive = small, poorly fitted or top-dose-only effect, or another doubt; inactive = no such curve, though single readings can be large; an effect the other way counts as inactive or inconclusive. Potency is the fitted concentration of half-maximal effect.

compound	G9a block	POLH inh	POLK inh	BAZ2B block	APEX1 inh	JMJD2A Tudor inh	BLM helicase inh	Pol iota inh	POLB inh
COc1ccc([C@@H]2[C@@H]3C(=O)N(C(C)(C)C)C(=O)[C@@H]3[C@]3(Cc4ccc(Cl)cc4)C(=O)N(c4ccc(OC)cc4)C(=O)N23)cc1	-7.1%[2.33 µM]	-21.4%	0.0%	3.4%	25.9%	-12.2%	.	12.2%	.
CC(=O)NC(CC(=O)NC(C)c1ccc(Cl)cc1Cl)c1ccccc1 (stereo not given)	-28.5%	?	1.6%	-4.1%	-7.6%	8.2%	-3.8%	56.1%[activator]	26.8%
Cc1cccc(NS(=O)(=O)c2cc(Cl)ccc2Cl)n1	.	-8.3%	8.3%	0.6%	9.3%	-2.1%	-8.4%	23.7%	11.4%
CCc1nn(CC(=O)N2CCCCC2)c(=O)c2cc3sc(C)cc3n12	-10.2%[59 µM]	.	6.6%	-2.5%	.	0.7%	-0.7%	20.5%	23.6%
Cc1ccc(NC(=O)C2CCCN2S(=O)(=O)c2ccc3c(c2)C(C)(C)C(=O)N3C)cc1 (stereo not given)	6.1%[59 µM]	-12.6%	-2.6%	?	.	-11.4%	-3.6%	35.9%[activator]	-6.3%
O=C(NCc1ccc2c(c1)OCO2)c1c(-c2ccccc2)sc2ccccc12	.	-8.5%	-21.6%	.	-3.6%	-7.9%	.	1.0%	.
COc1ccccc1C(O)c1nccn1C (stereo not given)	?	-8.9%	-5.2%&-3.1%	-7.4%	26.6%	-22.7%&5.2%	-8.3%	-8.8%&56.8%	20.3%
COc1ccc(C(=O)Nc2ccnn2C2CCN(CCC(C)c3ccc(C)o3)CC2)cc1 (stereo not given)	61.3%[activator]	-19.2%	-1.3%	0.0%	28.3%	-19.1%	2.3%	14.0%	35.2%
Cc1ccc(CNC(=O)c2c(Nc3c(C)cccc3C)sc(C(=O)c3ccccc3)c2N)cc1	?	-20.1%	-4.2%[60.1 µM]	-38.9%	.	-35.7%	1.3%	5.4%	2.5%
CN(C(=O)COC(=O)C1(C)CC1(Cl)Cl)c1c(N)n(Cc2ccccc2)c(=O)[nH]c1=O (stereo not given)	?	-4.4%	10.7%	15.8%	-8.2%	0.7%	.	63.7%[activator]	.
O=C(Nc1ccc(S(=O)(=O)N2CCOCC2)cc1)c1ccccc1F	0.4%[59 µM]	-16.7%	5.9%	-2.2%	-11.1%	9.6%	0.0%	21.8%	12.2%
COc1ccc(OCC(O)CN2C(=O)c3ccccc3S2(=O)=O)cc1 (stereo not given)	18.4%[59 µM]	-8.6%	-1.0%	5.4%	7.8%	8.7%	-0.2%	-8.0%	10.9%
O=C1CC(N2CCN(c3ccccc3F)CC2)C(=O)N1c1ccc(F)cc1 (stereo not given)	.	-9.9%	-12.0%	.	.	-17.7%	.	-2.4%	.
COC(=O)c1c(NC(=S)NNC(=O)c2ccc(Cl)s2)sc(C(=O)N(C)C)c1C	28.2µM*	-12.0%	-5.0%	-16.8%	-9.5%	-19.4%	-1.6%	-2.4%	17.8%
COc1ccccc1-c1c(C)oc2c(CN3CCCC(C)C3)c(O)ccc2c1=O (stereo not given)	26.4%	-12.6%	-0.3%	-1.6%	17.0%	0.7%	-1.3%	18.9%	0.3%
O=C(Cn1ccnc1)c1ccc(Cl)cc1	-2.1%	2.4%	-0.4%	-3.2%	46.2%[activator]	?	0.5%	-3.2%	11.1%
CCOC(=O)c1c(S(=O)(=O)NCC(=O)Nc2ccc(C)c(Cl)c2)c(C)n(C)c1C	7.9%[59 µM]	3.5%	-15.8%[60.1 µM]	?	.	-31.7%	-3.7%	-1.7%	2.1%
CCOC(=O)c1ccc(OS(=O)(=O)c2ccccc2)c(OC)c1	5.3%[59 µM]	-15.2%	-2.3%	64.6%[activator]	1.6%	89.1µM*	-6.7%	109.4%[activator]	27.7%
CCS(=O)(=O)N1CCCC(C(=O)c2ccc(OC)cc2C)C1 (stereo not given)	-11.8%	-13.6%	-7.5%	-15.6%	1.5%	-9.4%	0.3%	116.4%[activator]	-0.3%
Cc1nnc(SCC(=O)Nc2ccc3c(c2)OCO3)[nH]c1=O	-41.6%	-5.4%	-10.2%	.	-4.2%	-26.5%	0.3%	54.1%[activator]	-27.0%
O=Cc1ccc(-n2cccn2)cc1	1.8%	-15.5%	-12.2%	-19.4%	2.2%	-16.4%	-5.3%	11.1%	10.4%
Cc1csc(SCC(=O)c2c(N)n(CC(C)C)c(=O)n(C)c2=O)n1	-2.4%[59 µM]	-16.3%	8.7%	5.6%	0.7%	-15.6%	-2.9%	15.8%	19.9%
NC(=O)C1CCN(C(=O)CCNS(=O)(=O)c2ccccc2F)CC1	0.6%[12.7 µM]	-2.2%	-2.5%	-3.9%	0.6%	-0.3%	.	3.4%	.
Cc1coc2c(C)c3oc(=O)cc(-c4ccccc4)c3cc12	.	-7.9%	5.3%	.	.	-7.0%	.	-4.9%	.
Cc1ccc(C(=O)/C=C\Nc2ccc(C)c(C)c2)cc1	?	-18.1%	-6.3%	-3.9%	7.0%	-4.9%	5.8%	21.1%	9.2%
COc1ccc2c(c1)-c1nc(/N=C/c3ccc(O)c(OC)c3)sc1CC2	?	-13.2%	-14.1%	?	-1.8%	?	-4.1%	3.9%	14.9%
O=C(NCCCCNC(=O)c1c(F)c(F)c(F)c(F)c1F)c1c(F)c(F)c(F)c(F)c1F	-39.5%[12.7 µM]	-11.5%	-7.6%	-4.5%	16.0%	-14.2%	1.2%	16.6%	20.4%
O=C(CSc1cccc(C(F)(F)F)c1)Nc1cc(S(=O)(=O)N2CCCC2)ccc1Cl	-0.2%	-24.0%	0.8%	8.7%	4.4%	0.7%	-7.0%	38.3%[activator]	-17.1%
Cc1c(Cl)cccc1NC(=O)Cn1nc(C)c2sc3ccccc3c2c1=O	-25.4%[59 µM]	6.5%	-6.4%	-14.3%	.	-17.9%	-3.7%	-32.0%	-3.8%
COc1ccc(-c2nn3c(COc4ccccc4)nnc3s2)cc1OC	?	-2.4%	-7.7%	-2.4%	14.3%	7.2%	1.7%	2.6%	1.6%
COC(C(=O)Nc1ccc(S(=O)(=O)Nc2c(C)cccc2C)cc1)c1ccccc1 (stereo not given)	4.6%[59 µM]	-25.8%	-14.2%	-4.6%	0.1%	8.0%	-6.7%	117.5%[activator]	-29.1%
COCCN(C(=S)Nc1c(C)cccc1C)C(C)c1cccs1 (stereo not given)	-5.0%	-10.6%	8.0%	-11.7%	16.5%	6.1%	-9.7%	5.8%	-0.6%

Brought forward from above: three entries, then new ones.
compound	G9a block	POLH inh	POLK inh	BAZ2B block	APEX1 inh	JMJD2A Tudor inh	BLM helicase inh	Pol iota inh	POLB inh
COc1ccc(-c2nn3c(COc4ccccc4)nnc3s2)cc1OC	?	-2.4%	-7.7%	-2.4%	14.3%	7.2%	1.7%	2.6%	1.6%
COC(C(=O)Nc1ccc(S(=O)(=O)Nc2c(C)cccc2C)cc1)c1ccccc1 (stereo not given)	4.6%[59 µM]	-25.8%	-14.2%	-4.6%	0.1%	8.0%	-6.7%	117.5%[activator]	-29.1%
COCCN(C(=S)Nc1c(C)cccc1C)C(C)c1cccs1 (stereo not given)	-5.0%	-10.6%	8.0%	-11.7%	16.5%	6.1%	-9.7%	5.8%	-0.6%
CC1CCC(NC(=O)c2cc(S(=O)(=O)N3CCCCC3)c[nH]2)CC1 (stereo not given)	-6.6%	-11.9%	-20.6%	-9.1%	33.1%	-22.0%	-1.3%	4.3%	1.6%
COc1ccc(Cl)cc1S(=O)(=O)Nc1ccncc1	-7.5%	-12.9%	-3.6%	-34.4%	-1.2%	-1.0%	-1.4%	9.4%	-3.9%
CC1CCC2(CC1)NC(=O)N(CC(=O)NC(=O)NC1CCCC1)C2=O (stereo not given)	2.9%[59 µM]	0.9%	-3.0%	-0.9%	16.0%	-3.0%	-0.5%	18.5%	47.0%
Cc1ccc(NC(=O)CC(C)CC2=NS(=O)(=O)c3ccccc3N2)cc1 (stereo not given)	.	-16.1%	-9.5%	6.3%	3.9%	-10.3%	-3.2%	13.1%	3.2%
COc1ccccc1C(C(=O)NC1CCCC1)N(C(=O)c1csnn1)C1CC1 (stereo not given)	47.8%[activator]	7.5%	-14.6%	2.6%	-27.3%	-17.3%	1.7%	98.2%[activator]	44.7%
CC1(C)CC(=O)C=C(Nc2ccc(Cl)cc2)C1	-12.1%	-8.5%	-7.1%	-16.3%	9.5%	-12.9%	-0.6%	54.8%[activator]	4.7%
Cc1cc(C(=O)Nc2ccccc2N2CCOCC2)c2ccccc2n1	?	13.2%	-0.2%	-2.0%	4.1%	-17.9%	-2.2%	10.1%	2.7%
CCc1nnc(SCC(=O)Nc2ccc(Cl)cc2F)c2cc3occc3n12	-26.1%[59 µM]	-21.2%	-0.6%	-37.8%	.	-15.0%	-6.7%	34.1%[activator]	3.3%
O=C(NCCCN1CCCC1=O)C1CCN(S(=O)(=O)c2ccccc2)CC1	16.9%[12.7 µM]	-1.9%	-2.4%	-3.5%	15.6%	1.0%	.	8.3%	.
CCCS(=O)(=O)c1c(S(=O)(=O)CCC)c2ccc(C(C)=O)cn2c1C(=O)OC	35.5µM*	-17.8%	-4.9%	-4.6%	8.2%	-9.6%	-3.6%	64.4%[activator]	-0.9%
O=C(CCc1nc(-c2ccccc2F)no1)Nc1cccnc1	.	-5.5%	-8.2%	1.7%	-10.7%	-22.7%	1.1%	-17.2%	48.9%
CCCCN(C(=O)Cn1nnc2ccccc21)C(C(=O)NCc1ccco1)c1ccncc1 (stereo not given)	?	-15.6%	2.0%	-1.6%	17.1%	-16.9%	-6.4%	9.7%	35.0%
Cc1c(Cc2ccccc2)c(=O)oc2c(C)c(OC(C)C(=O)NCC3CCC(C(=O)O)CC3)ccc12 (stereo not given)	2.6%	-4.5%	-6.0%	-5.4%	56.2%[activator]	-15.6%	-1.2%	17.8%	0.8%
Cc1ccc(NC(=O)N(CCCN2CCOCC2)Cc2cccnc2)cc1C	14.8%	-14.6%	12.8%	-1.8%	-3.6%	0.7%	-0.1%	21.9%	16.3%

This is a subset; the hit share may differ from the screen's.
